E-sel TNF inh: TNF alpha driven E-selectin expression inhibition | HUVEC TNFa-induced E-selectin immunofluorescence, high content | inhibition, % at 2 µM | 120,000 compounds, 0.71% hits;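 active = inhibition above the batch mean plus 3 SD, and confirmed as a hit on visual image review, cut at about 43% in these data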;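 also: 0% = TNF-stimulated DMSO wells and 100% = unstimulated control wells; not every result past the cut was called active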
NPY Y2 blocker: blocks the human neuropeptide Y Y2 receptor | inhibition, % at 2.7 µM | NPY-Y2 expressing cells, antagonist mode | 140,000 compounds, 0.99% hits | P49146; in the data active = inhibition above about 17%;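 also: 0% = vehicle with agonist challenge and 100% = reference antagonist with challenge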
Target sequence (P49146 whole entry, looked up): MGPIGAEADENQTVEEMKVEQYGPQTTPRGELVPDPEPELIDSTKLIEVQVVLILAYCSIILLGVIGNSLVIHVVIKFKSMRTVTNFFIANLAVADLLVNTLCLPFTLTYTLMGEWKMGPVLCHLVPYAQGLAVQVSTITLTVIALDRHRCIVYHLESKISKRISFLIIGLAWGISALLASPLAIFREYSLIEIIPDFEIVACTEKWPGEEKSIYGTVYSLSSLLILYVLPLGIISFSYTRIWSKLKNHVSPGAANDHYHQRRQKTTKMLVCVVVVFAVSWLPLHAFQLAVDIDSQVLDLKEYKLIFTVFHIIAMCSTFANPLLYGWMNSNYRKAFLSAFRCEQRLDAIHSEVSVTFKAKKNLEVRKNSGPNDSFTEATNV
Yeast lifespan up: yeast lifespan extension; S. cerevisiae growth with nicotinamide, OD615; deaD strain in restrictive glucose medium; inhibition of the nicotinamide effect, % at 10 µM; 130,000 compounds, 0.68% hits;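 active = inhibition above a set limit, placed 3 SD over the median of all compounds, cut at about 26% in these data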;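 also: 0% = nicotinamide-treated wells and 100% = cells grown without nicotinamide; some compounds called inactive have numbers as strong as hits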
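Assay system: engineered S. cerevisiae DeaD replicative-lifespan strain, galactose-grown log-phase cells; medium: restrictive CSMM-D dextrose medium; also added: nicotinamide, 1.5 mM, co-present with compound; schedule: 48 h compound exposure at 30 °C, humidified; detection: absorbance at 615 nm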
Phagocytosis inh: macrophage phagocytosis inhibition. J774A.1 macrophage IgG-bead phagocytosis, imaging. inhibition, % at 5 µM. 110,000 compounds, 0.07% hits;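 active = inhibition above the mean of the plate negative controls plus 5 SD, cut at about 13% in these data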;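 also: phagocytic index as fraction of beads internalized from green versus red external bead signal; plate controls were DMSO negative control for no effect and cytochalasin-D positive control for full effect; some results beyond the cut were filed as inactive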
HCT116 bCat-KO: beta-catenin-lacking colon tumor cell growth suppression. HCT116 beta-catenin knockout viability, CellTiter-Glo, 60 h; active compounds read low. viability, % at 10 µM. 140,000 compounds, 1.5% hits;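 active = viability at or under a set limit, the compound median less 4 SD, cut at about 6% in these data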;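 also: 0% = Hyamine 1622 control at 20 µM and 100% = untreated cell control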
PTEN del growth: PTEN-deleted cell growth suppression. viability, % at 10 µM. HCT116 PTEN-null viability, CellTiter-Glo, 60 h; active compounds read low. 140,000 compounds, 1.2% hits;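 active = viability at or below a set limit, 4 SD under the median of all tested compounds, cut at about 3.7% in these data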;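 also: PTEN knockout HCT116 line with beta catenin targeted HCT116 as companion control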
Yeast growth inh: reduces growth of yeast BB579 in restrictive medium; inhibition, % at 10 µM; 140,000 compounds, 0.51% hits; S. cerevisiae BB579 growth, OD615, 48 h;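 active = inhibition above a set limit, 3 SD over the mean compound inhibition, cut at about 44% in these data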; also: inactives centre near -24
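System: DeaD yeast strain BB579; buffer or medium: CSMM-D dextrose restrictive medium; technique: OD at 615 nm; schedule: 4 h cell preincubation, 48 h compound exposure, 30 °C humidified; doses: single 10 µM dose; controls: amphotericin B 10 µg/mL, positive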
GALR2 blocker: antagonists of human galanin receptor 2 (GALR2); O43603; GALR2-expressing cells, antagonist mode; inhibition, % at 4 µM; 140,000 compounds, 0.39% hits; AID 828; in the data active = inhibition above about 27%;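 also: cells stimulated with galanin 1-16 at roughly its EC80; 0% = agonist challenge control and 100% = basal control without agonist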
Target sequence (O43603 whole entry, looked up): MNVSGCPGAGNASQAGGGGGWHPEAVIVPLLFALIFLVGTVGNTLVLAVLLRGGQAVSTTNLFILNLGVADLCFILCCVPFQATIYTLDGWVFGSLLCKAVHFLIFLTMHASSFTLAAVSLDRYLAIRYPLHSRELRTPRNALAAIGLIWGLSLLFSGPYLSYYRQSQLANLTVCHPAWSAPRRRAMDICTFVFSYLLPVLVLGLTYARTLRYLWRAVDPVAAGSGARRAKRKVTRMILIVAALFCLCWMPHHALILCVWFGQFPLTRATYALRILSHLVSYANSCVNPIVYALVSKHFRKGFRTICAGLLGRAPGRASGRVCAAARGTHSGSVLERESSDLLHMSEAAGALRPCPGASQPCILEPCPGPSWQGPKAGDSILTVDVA
MRP1 act: MRP-1 activation; H69AR cells + doxorubicin, viability rescue, CellTiter-Glo; viability increase, % at 10 µM; 140,000 compounds, 0.61% hits;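 active = viability gain under doxorubicin at or above a set limit, the compound median plus 3 SD, cut at about 4.7% in these data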;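 also: MRP-1 overexpressing cells given doxorubicin 25 µM after compound pretreatment; 18-22 h compound pretreatment then 72 h with doxorubicin before readout; 0% = doxorubicin-only wells and 100% = vehicle-treated cells without doxorubicin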
Measles CPE: protection of cells from measles virus; Measles virus-infected cells, CPE protection, absorbance; 140,000 compounds, 1.5% hits; AID 841; protection (pct of control), % at 4 µM; in the data active = protection mostly above about 24%, no sharp cut-off; inactive = mostly below about 26%; also: some compounds called inactive have numbers as strong as hits
* hit, by the source's call; . = not tested or not shown.

SMILES | E-sel TNF inh | NPY Y2 blocker | Yeast lifespan up | Phagocytosis inh | HCT116 bCat-KO | PTEN del growth | Yeast growth inh | GALR2 blocker | MRP1 act | Measles CPE
N#Cc1c(NC(=O)/C=C/c2ccco2)sc2c1CCCC2 | 35 | 4 | -6 | 20 | 100 | 108 | 13 | 31* | -2.8 | 0
c1ccc(-n2c(-c3cccs3)nc3nc4ccccc4nc32)cc1 | 7 | 0 | -1 | -7 | 62 | 61 | 2 | 2 | -1.5 | 4
Cc1ccc(S(=O)(=O)n2cnc3ccccc32)cc1 | -5 | 1 | . | . | 100 | 102 | -33 | 7 | -1.2 | 13
CC(C)(C)c1cc(NC(=O)COC(=O)C2CC2)n(-c2ccccc2)n1 | . | 3 | -1 | 0 | 90 | 95 | -20 | -6 | -0.8 | 1
COCCN1C(=O)c2ccccc2C(C(=O)NCc2ccco2)C1c1c[nH]c2ccccc12 (stereo not given) | -5 | 2 | -5 | -1 | 93 | 94 | -33 | 1 | -2.5 | 9
O=C(NCCCCCCNC(=O)N1CCCCCC1)N1CCCCCC1 | -7 | 0 | -2 | 0 | 91 | 91 | -40 | 8 | -1.1 | 14
COc1ccc(-n2nc3c(c2NC(=O)c2cc(Br)ccc2Cl)CS(=O)C3)cc1 (stereo not given) | 83* | 3 | -7 | . | 83 | 91 | -12 | -7 | -1.7 | 13
Cc1nc(SCC(O)CCl)c([N+](=O)[O-])[nH]1 (stereo not given) | 1 | 4 | . | . | 104 | 98 | -39 | 2 | 0.6 | 10
Oc1ccc(N2CCN(C(=S)NCCc3ccccc3)CC2)cc1 | 30 | -4 | -22 | -7 | 45 | 57 | -62 | -3 | -4.4 | 2
O=C(NCCCNc1ccc(C(F)(F)F)cc1[N+](=O)[O-])c1cc(F)c(F)cc1Cl | -46 | 10 | -13 | . | 68 | 67 | -17 | 12 | -0.3 | 5
O=C(N/N=C/c1cccnc1)c1ccc([N+](=O)[O-])cc1 | -39 | 2 | -19 | . | 96 | 98 | -28 | 8 | 1.1 | 5
COc1ccc(/C=N/NS(C)(=O)=O)c(OC)c1 | . | 5 | -2 | 2 | 95 | 88 | -17 | -3 | 0.8 | 22

Brought forward from above: three compounds, then new ones.
SMILES | E-sel TNF inh | NPY Y2 blocker | Yeast lifespan up | Phagocytosis inh | HCT116 bCat-KO | PTEN del growth | Yeast growth inh | GALR2 blocker | MRP1 act | Measles CPE
O=C(NCCCNc1ccc(C(F)(F)F)cc1[N+](=O)[O-])c1cc(F)c(F)cc1Cl | -46 | 10 | -13 | . | 68 | 67 | -17 | 12 | -0.3 | 5
O=C(N/N=C/c1cccnc1)c1ccc([N+](=O)[O-])cc1 | -39 | 2 | -19 | . | 96 | 98 | -28 | 8 | 1.1 | 5
COc1ccc(/C=N/NS(C)(=O)=O)c(OC)c1 | . | 5 | -2 | 2 | 95 | 88 | -17 | -3 | 0.8 | 22
CCn1c(O)c(C=NCCN2CCOCC2)sc1=S | -3 | 0 | -22 | -1 | 96 | 91 | -51 | 0 | -1.9 | 6
Fc1cccc(CSc2ccc(-c3ccco3)nn2)c1 | -19 | 3 | -7 | 3 | 90 | 95 | -35 | -6 | 0.0 | 6
COc1ccc(NC(=O)NC2CCN(C(C)C)CC2)c(OC)c1 | 5 | 2 | 2 | -1 | 97 | 93 | 4 | -19 | -1.8 | 15
O=C(Nc1ccc(OC(F)F)c(Cl)c1)[C@@H]1CCCN1C(=O)c1cccs1 | . | 12 | -6 | -7 | 88 | 82 | 1 | 9 | 0.1 | 28
CC1(C)CC(=O)C2=C(C1)N(c1cccnc1)C(N)=C(C#N)C2c1cccs1 (stereo not given) | . | 1 | -1 | -1 | 93 | 100 | -6 | 12 | -4.5 | 17
COc1ccc(CCNC(=O)C2CCN(C(=O)NC3CCCCC3)CC2)cc1 | -8 | 2 | . | . | 101 | 90 | 2 | 0 | -2.4 | 18
O=C(NCc1ccc(OC(F)(F)F)cc1)C12CN(Cc3ccccc3)CC1C(c1cccc([N+](=O)[O-])c1)=NO2 (stereo not given) | . | -1 | -14 | 0 | 104 | 111 | -41 | -9 | -1.1 | 13
CCc1c(C)nc2nc(NC(C)=O)[nH]n2c1=O | 7 | 3 | -2 | 0 | 97 | 93 | -34 | 11 | -2.5 | 4
CC(C)(C)n1nnnc1CN(Cc1cccnc1)Cc1ccccc1Cl | . | 5 | -12 | -1 | 90 | 85 | -4 | -12 | -3.1 | 3
CC(C)CNC(=O)c1cc(-c2ccc(Br)cc2)on1 | . | 5 | -6 | -2 | 100 | 100 | -6 | 0 | -0.7 | 16
Cc1cccc(CN2C(=O)N/C(=C/c3ccc(C)s3)C2=O)c1 | -21 | -2 | 0 | 0 | 44 | 46 | -29 | -4 | -4.6 | 20
COc1cc2c3nnc(-c4ccc(F)cc4)c-3cn(Cc3ccc(F)cc3)c2cc1OC | -7 | 3 | -4 | 0 | 0.7* | 0.8* | -16 | 14 | -6.0 | 28
Cc1cc(C)c(S(=O)(=O)c2ccccc2)c(N(C)C)n1 | -46 | 7 | -8 | -2 | 98 | 99 | -7 | 7 | -3.4 | 6
Cc1nc2nc(-c3cccs3)cn2nc1C | 11 | 1 | -16 | . | 91 | 88 | 4 | 28* | -0.1 | 4
CC(=O)Nc1nc(COc2ccccc2)cs1 | 9 | 2 | -32 | 0 | 81 | 93 | -25 | -6 | 0.0 | 6
O=c1cc[nH]c2cccc(Cc3ccccc3)c12 | 13 | 1 | -9 | . | 95 | 80 | -3 | -5 | -0.8 | 29
COC(=O)c1c(NC(=O)CC2Nc3cc(C)c(C)cc3NC2=O)sc(C)c1C (stereo not given) | -27 | 2 | -1 | -10 | 89 | 94 | -15 | -1 | 1.1 | 14
O=C(Cc1c(O)c2ccccc2[nH]c1=O)OC1CCCCC1 | -7 | 6 | -8 | -1 | 89 | 104 | -17 | 4 | 0.4 | 9
CCOc1ccccc1NS(=O)(=O)c1c(C)noc1C | -6 | 2 | 0 | 0 | 92 | 105 | -13 | 16 | -1.2 | 14
CCCCn1c(=S)[nH]c2ncccc2c1=O | 6 | 1 | -19 | 0 | 97 | 89 | -36 | 0 | -0.5 | 1
CCOC(=O)N1CCN(C(=O)c2ccc(NC(=O)c3ccc(C)cc3)cc2)CC1 | 8 | 1 | -9 | -1 | 95 | 109 | -22 | 28* | -0.8 | 1
CNC(=S)NN(c1ccccc1)c1ccccc1 | -5 | -2 | -14 | . | 92 | 95 | -34 | 1 | -3.5 | 10
CC(NC(=O)Nc1ccc([N+](=O)[O-])cc1)C(c1cccs1)N1CCCC1 (stereo not given) | 4 | 3 | 5 | 1 | 78 | 75 | -12 | -4 | -3.6 | 13
Cc1ccc(SCC(=O)N2CCCC2)cc1 | 5 | 1 | -2 | -1 | 103 | 96 | -32 | 20 | 2.3 | 6
Cc1cc(C)c2c(=O)cc(C(F)F)oc2c1 | 0 | 4 | -6 | 0 | 101 | 95 | 6 | -15 | -0.3 | 6
O=C(Nc1ccccc1F)c1ccc2nc(N3C(=O)CCC3=O)sc2c1 | 10 | 0 | -15 | -5 | 84 | 100 | -45 | -5 | -2.0 | 4
O=C(Cc1cccs1)Nc1nc(-c2ccccc2)cs1 | . | -2 | -14 | -1 | 72 | 72 | -10 | 1 | -1.2 | 2
O=[N+]([O-])c1c(Nc2ccc(O)cc2)cc(N2CCOCC2)c2nonc12 | . | -1 | 1 | 10 | 66 | 75 | -6 | -6 | -5.0 | 13
CC(SC(=S)N1CCOCC1)C(=O)O (stereo not given) | -24 | 3 | -3 | -1 | 98 | 97 | 41 | 4 | -1.8 | 0
O=C(c1cccc(Cl)c1)N1CCN(C(=O)c2ccccc2F)CC1 | 4 | 0 | -4 | 0 | 93 | 91 | 3 | -5 | -0.8 | 11
COc1cc(NC(=O)Cc2ccc(Cl)cc2)ccc1NC(=O)c1ccco1 | 5 | 2 | -8 | . | 108 | 101 | -16 | -6 | 3.4 | 27
Cc1ccc(C(C(=O)NCc2ccco2)N(CC2CCCO2)C(=O)Cn2nnc3ccccc32)cc1 (stereo not given) | -11 | 6 | -4 | 2 | 90 | 90 | -4 | -6 | -3.8 | 4
c1ccc(-n2ncc3c2ncn2cnnc32)cc1 | -28 | 3 | -28 | . | 104 | 114 | 3 | -9 | -1.3 | 8
CCC/C(O)=C1\C(=O)CC(C)(C)CC1=Nc1ccccc1OC | . | . | 16 | -2 | 85 | 86 | -33 | . | -3.9 | 16
CN1C(=O)C2(NCCc3c2[nH]c2ccccc32)c2ccccc21 (stereo not given) | 12 | 0 | -8 | 4 | 94 | 96 | -61 | -1 | -1.3 | 0
Cc1ccc(O)c(C(CC(=O)N2CCCC2)c2ccccc2)c1 (stereo not given) | 5 | -3 | 1 | -1 | 77 | 81 | -27 | -4 | -3.2 | 29*

Profiles from above. Order of screens: E-sel TNF inh, NPY Y2 blocker, Yeast lifespan up, Phagocytosis inh, HCT116 bCat-KO, PTEN del growth, Yeast growth inh, GALR2 blocker, MRP1 act, Measles CPE
Results for `Cc1ccc(C(C(=O)NCc2ccco2)N(CC2CCCO2)C(=O)Cn2nnc3ccccc32)cc1` (stereo not given) = -11, 6, -4, 2, 90, 90, -4, -6, -3.8, 4
Results for `CC(SC(=S)N1CCOCC1)C(=O)O` (stereo not given) = -24, 3, -3, -1, 98, 97, 41, 4, -1.8, 0

Remaining list, next part.
SMILES | E-sel TNF inh | NPY Y2 blocker | Yeast lifespan up | Phagocytosis inh | HCT116 bCat-KO | PTEN del growth | Yeast growth inh | GALR2 blocker | MRP1 act | Measles CPE
O=c1[nH]c2ccccc2c(=O)n1Cc1ccccc1 | 13 | 2 | -7 | 0 | 105 | 115 | -52 | -9 | -0.5 | 6
O=C(NCCc1ccccc1)c1noc2c1CCCCC2 | . | 1 | -8 | 2 | 93 | 96 | -11 | -5 | -1.5 | 13
COc1ccc(Nc2ncnc3ccccc23)c(OC)c1 | -16 | 0 | . | . | 92 | 81 | -36 | 10 | -4.2 | 2
Nc1cccc(-n2nnnc2CN2CCOCC2)c1 | . | 2 | 3 | -4 | 91 | 102 | 12 | 5 | 0.7 | 36
NNC(=O)COc1ccc(-c2n[nH]c(C(F)(F)F)c2-c2ccc(Br)cc2)c(O)c1 | . | -3 | -3 | 17 | 101 | 104 | -26 | -14 | 2.3 | 10
NC(=O)C1CCN(c2ncnc3c(-c4ccccc4)nsc23)CC1 | . | -2 | -15 | 0 | 101 | 98 | -54 | -1 | -0.2 | 32
Cc1cc(C)nc(NC(=O)c2cccc(Cl)c2)n1 | -15 | 0 | -8 | -1 | 96 | 93 | -14 | 14 | -3.0 | 2
Cc1nccn1CC(O)Cn1c2ccccc2c2ccccc21 (stereo not given) | -36 | 5 | . | . | 77 | 77 | -26 | -4 | -2.9 | 24
CN1CCN(c2ccccc2NC(=O)Cc2ccc(Cl)cc2)CC1 | 15 | 24* | -6 | 0 | 86 | 86 | -25 | 7 | -3.9 | 6
CCOC(=O)N/N=C/c1cn(CCCOc2ccccc2)c2ccccc12 | . | -2 | -3 | -2 | 72 | 73 | -15 | -5 | -1.3 | 11

Source: PubChem (several laboratories)
